Assay outcomes from PubChem.
HCMV antiviral: blocks human cytomegalovirus replication; HFF cells, HCMV-luciferase reporter, 72 h; hits give low values; activity change, negative = inhibition, % at 57.5 µM; hit rate 4.5% among 410,000; in the data active means activity change below about -60%; inconclusive means no clear call, values can overlap the other calls; inactive means above about -39%
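Two-dose cell screen: HFF monolayers treated with compounds and infected with luciferase-expressing HCMV at 1 PFU/cell, 72 h at 37C, then lysed for luciferase measurement.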
Sm TGR inh: inhibitors of Schistosoma mansoni thioredoxin glutathione reductase; purified TGR, DTNB reduction, TNB absorbance 405 nm; Potency, µM (titrated, usually from 114 µM), for the others: top-dose activity change, negative = inhibition, hits mostly inhibitors; hit rate 3% among 360,000; AID 485364; further: potency means the concentration at half of the fitted maximal effect; nearly all actives have a fitted effect of over 60% in size
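Kinetic colorimetric format: TGR-catalysed, NADPH-driven DTNB reduction monitored via TNB absorbance. Enzyme dispensed at 20 nM; compound exposure 15 min at room temperature before reaction start.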
LmPK inh: LmPK (Leishmania mexicana) enzyme inhibition; Potency, µM (series often up to 57.5 µM), without a hit: at the highest dose activity change, negative = inhibition, most hits filed as inhibitors; Q27686; hit rate 0.37% among 290,000; purified LmPK, Kinase-Glo ATP luminescence, 1 h; further: potency means the concentration at half of the fitted maximal effect
Target sequence (Q27686 whole entry, looked up): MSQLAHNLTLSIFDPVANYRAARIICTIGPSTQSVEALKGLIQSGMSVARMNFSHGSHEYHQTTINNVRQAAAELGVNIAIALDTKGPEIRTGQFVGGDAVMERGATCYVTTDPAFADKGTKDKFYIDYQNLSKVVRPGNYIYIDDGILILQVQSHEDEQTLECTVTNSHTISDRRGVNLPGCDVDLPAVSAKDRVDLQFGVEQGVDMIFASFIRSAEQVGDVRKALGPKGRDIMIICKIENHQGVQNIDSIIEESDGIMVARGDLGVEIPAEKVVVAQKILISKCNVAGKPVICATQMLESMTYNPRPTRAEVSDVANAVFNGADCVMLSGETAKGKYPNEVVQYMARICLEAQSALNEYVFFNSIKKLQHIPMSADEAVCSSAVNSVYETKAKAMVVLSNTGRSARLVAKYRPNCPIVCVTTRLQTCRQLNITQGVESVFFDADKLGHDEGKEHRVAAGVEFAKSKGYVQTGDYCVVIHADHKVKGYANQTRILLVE
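In 50 mM imidazole pH 7.2 with 7 mM MgCl2, LmPK (0.1 nM) turned over PEP (0.5 mM) and ADP (0.1 mM) for 1 h at room temperature. Luciferase read-out of ATP.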
Tb PYK inh: T. brucei pyruvate kinase inhibition | hit rate 0.12% among 410,000 | Q57TT1 | AID 624173 | Potency, µM (titrated, usually from 76.8 µM), inactives show top-dose activity, negative = inhibition, usual class: inhibitors | TbPYK enzyme, Kinase-Glo Plus ATP luminescence, 45 min; further: potency means the concentration at half of the fitted maximal effect; nearly all actives have a fitted effect of over 50% in size
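Enzyme and substrate buffer are dispensed first and compound is pin-transferred. ADP at 130 uM final then starts the reaction, which runs 45 min at room temperature. Detection reagent is added for 10 min before luminescence is imaged.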
AMA1-RON2 inh: disrupts binding of P. falciparum AMA1 to RON2; AlphaScreen AMA1-biotinylated RON2 peptide binding; Potency, µM (titrated, usually from 58.2 µM), for the others: at the top dose activity change, negative = inhibition, usual class: inhibitors; hit rate 0.2% among 360,000;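 further: potency means the concentration at half of the fitted maximal effect; 0% = vehicle wells and -100% = peptide control; nearly all actives have a fitted effect of over 45% in size; some results filed as inactive show a strong effect at the top dose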
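AMA1 (3D7) with his tag at 25 nM final met compounds first, then biotinylated RON2 peptide at 25 nM; detection used donor plus acceptor beads, 10 µg/mL apiece, read by AlphaScreen after 30 min at room temperature.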
AmpC inh detg: blocks E. coli AmpC beta-lactamase in detergent assay. P00811. AmpC hydrolysis of nitrocefin, absorbance 480 nm, 0.01% Triton. Potency, µM (doses to about 114 µM), for the others: at the top dose activity change, negative = inhibition, hits mostly inhibitors. hit rate 0.041% among 370,000;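 further: potency means the concentration at half of the fitted maximal effect; 0% = no-compound wells and -100% = no-enzyme wells; nearly all actives have a fitted effect of over 25% in size; some results filed as inactive show a strong effect at the top dose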
Target sequence (P00811 whole entry, looked up): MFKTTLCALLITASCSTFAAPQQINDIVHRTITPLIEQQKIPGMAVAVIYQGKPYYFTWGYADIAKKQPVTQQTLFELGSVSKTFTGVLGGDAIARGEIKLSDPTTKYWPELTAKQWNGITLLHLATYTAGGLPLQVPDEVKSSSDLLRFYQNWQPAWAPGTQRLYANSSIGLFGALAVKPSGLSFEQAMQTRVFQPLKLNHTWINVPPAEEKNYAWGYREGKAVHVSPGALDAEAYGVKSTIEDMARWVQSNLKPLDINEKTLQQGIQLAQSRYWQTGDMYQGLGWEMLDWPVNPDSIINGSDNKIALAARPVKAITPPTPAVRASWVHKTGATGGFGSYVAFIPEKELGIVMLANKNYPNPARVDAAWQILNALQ
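20 mM phosphate pH 7.0 + 0.01% (detergent screen) or 0.0001% Triton X-100; 5.3 nM AmpC reagent; cpd preinc 15 min RT; nitrocefin (800 uM stock) to start; A480 q20 s × 4 min; Activity was normalised to no-enzyme and no-compound control wells.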
AmpC inh no detg: inhibitors of E. coli AmpC beta-lactamase without detergent; P00811; AmpC nitrocefin hydrolysis, absorbance 480 nm, 0.0001% Triton; AID 485341; hit rate 0.52% among 330,000; Potency, µM (highest dose often 57.1 µM), for inactives: top-dose activity change, negative = inhibition, hits mostly inhibitors;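 further: potency means the concentration at half of the fitted maximal effect; plate controls were no compound for no effect and no enzyme for full effect; nearly all actives have a fitted effect of over 20% in size; some results filed as inactive show a strong effect at the top dose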
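AmpC (5.3 nM in the dispensed reagent) in 20 mM phosphate pH 7.0 with 0.01% (detergent screen) or 0.0001% Triton X-100 was preincubated with compounds for 15 min at room temperature. Nitrocefin was then added from an 800 uM solution, and hydrolysis was followed at 480 nm.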
Starred values were filed as active, the others as inactive; ? = inconclusive; · = no result given; & = joins results of further samples; [ ] = remark or other dose. Unless noted, the call rests on the fitted dose curve; in most records, active means well fitted curve in the direction sought with a large enough effect; inconclusive means small, poorly fitted or top-dose-only effect, or another doubt; inactive means no such curve, though single readings can be large; an effect the other way counts as inactive or inconclusive. Unless noted, on the % scale 0 is the no-effect control and ±100 the full control effect.

SMILES	HCMV antiviral	Sm TGR inh	LmPK inh	Tb PYK inh	AMA1-RON2 inh	AmpC inh detg	AmpC inh no detg
O=C(CCS(=O)(=O)c1ccc2c(c1)NC(=O)CS2)NCc1cccs1	8	-19%	8%	-9%	14%	?	-25%
CCCOc1ccccc1NC(=O)/C=C/C(N)=O	-6	3.2µM*	3%	-12%	-2%	-5%	-5%
CCCCNC(=O)N1c2ccccc2CC1C (centres undefined)	30	-4%	-4%	0%	12%	-14%	-10%
COC(=O)[C@@H](NC(=O)N1CCN(C(=O)C2COc3ccccc3O2)CC1)C(C)C (some centres undefined)	21	-22%	2%	-20%	-3%	-1%	19%
CCOC(=O)c1[nH]c2ccc(OC)cc2c1NC(=O)C(C)N1CCSCC1 (centres undefined)	24	-9%	3%	·	·	?	13%
O=C(NCc1cccc(Cl)c1)c1ccc2nc(N3CCOCC3)sc2c1	-80*	0%	-1%	0%	-5%	-11%	105%[activator]
Cc1nc2ccc(NC(=O)c3cccs3)cc2c(=O)n1Cc1ccc(Cl)cc1	-98*	8%	4%	-8%	-6%	1%	-1%
Cn1c(SCC(=O)Nc2cccc(Br)c2)nnc1-c1cc2ccccc2o1	?	0%	10%	-1%	4%	-7%	-5%
CCc1noc(C)c1C(=O)N(Cc1ccccc1)c1c(N)n(CCOC)c(=O)[nH]c1=O	-11	1%	·	0%	2%	?	-21%
CCOC(=O)Cn1c(=NC(=O)C2COc3ccccc3O2)sc2cc(S(N)(=O)=O)ccc21 (centres undefined)	-20	-1%	3%	1%	23%	-7%	-41%
CN(C(=O)COC(=O)c1cc(F)c(F)cc1Cl)c1ccccc1	-20	5%	2%	3%	-4%	3%	20%
CC1=C(C(=O)Nc2ccc(Cl)cc2)C(c2ccccc2F)n2nc(SCc3cccc(Cl)c3)nc2N1 (centres undefined)	13	-20%	·	-4%	·	24%	·
CC1(C(=O)OCC(=O)Nc2ncc(Cl)cc2Cl)CC1(Cl)Cl (centres undefined)	-27	-9%	·	-3%	-11%	0%	-15%
CCOc1ccccc1N1CCN(C(=O)c2ccc(Cl)c(S(=O)(=O)N3CCCCC3)c2)CC1	-38	-3%	·	-3%	-18%	0%	157%[activator]
COc1ccccc1CNC(=O)CS(=O)Cc1nc(-c2ccc(OC)c(OC)c2)oc1C (centres undefined)	13&1	?	-2%	-4%&-2%	-8%	-1%&-2%	90%[activator]
Cc1ccc(NC2CCCN(C(=O)c3cccs3)C2)cc1C (centres undefined)	-30	-22%	-3%	0%	2%	5%	1%
Cc1cc(C)cc(Oc2ccccc2C=O)c1	-27	0%	6%	0%	19%	2%	-9%
O=C(NNC(=O)c1ccccc1C(=O)O)c1ccc(O)cc1	-32	·	4%	-8%	25%	2%	-24%
O=c1[nH]c(/C=C\c2ccc(O)cc2)nc(O)c1[N+](=O)[O-]	-9	4%	4%	-8%	5%	-5%	-20%
COc1cccc(C(=O)N[C@@H](CCSC)c2nc3ccccc3[nH]2)c1	?	2%	0%	-4%	-9%	2%	-30%

An excerpt from above, showing only LmPK inh and AmpC inh no detg:
| Structure | LmPK inh | AmpC inh no detg |
| --- | --- | --- |
| O=c1[nH]c(/C=C\c2ccc(O)cc2)nc(O)c1[N+](=O)[O-] | 4% | -20% |
| COc1cccc(C(=O)N[C@@H](CCSC)c2nc3ccccc3[nH]2)c1 | 0% | -30% |

Full records as entered above. Screens in order: HCMV antiviral, Sm TGR inh, LmPK inh, Tb PYK inh, AMA1-RON2 inh, AmpC inh detg, AmpC inh no detg
Cc1cc(C)cc(Oc2ccccc2C=O)c1 in the list: -27, 0%, 6%, 0%, 19%, 2%, -9%
O=c1[nH]c(/C=C\c2ccc(O)cc2)nc(O)c1[N+](=O)[O-] in the list: -9, 4%, 4%, -8%, 5%, -5%, -20%
CN(C(=O)COC(=O)c1cc(F)c(F)cc1Cl)c1ccccc1 in the list: -20, 5%, 2%, 3%, -4%, 3%, 20%

(next part)
SMILES	HCMV antiviral	Sm TGR inh	LmPK inh	Tb PYK inh	AMA1-RON2 inh	AmpC inh detg	AmpC inh no detg
Cc1ccsc1/C=N/NC(=O)C(N)=O	-19	-5%	1%	-15%	34%[activator]	-3%	-8%
COc1ccccc1N1CC(O)=C(c2nc3ccccc3c(=O)[nH]2)C1=N	-9	-29%	2%	-1%	22%	?	-27%
COc1ccc(CC(=O)NCc2nnc(SCC(=O)Nc3nccs3)n2-c2ccccc2)cc1	-9	-3%	1%	7%	0%	?	0%
CCc1cc(=O)[nH]c(SCC(=O)Nc2ccc3c(c2)OCCO3)n1	-12	2%	·	2%	-8%	?	-15%
S=c1[nH]nc(-c2ccncc2)n1/N=C/c1ccccc1Cl	-20	0%	3%	-31%	93%[activator]	4%	-19%
O=C(Nc1cccc(F)c1)c1ccc(S(=O)(=O)NCC2CCCO2)cc1 (centres undefined)	-23	-10%	4%	-15%	8%	?	-3%
CCOC(=O)c1nnn(-c2nonc2N)c1COc1ccc(F)cc1	23	9%	3%	-7%	-8%	-15%	-11%
CCOC(=O)c1cc2c(=O)n3ccccc3nc2n(CC2CCCO2)c1=NC(=O)c1cccc(C(F)(F)F)c1 (centres undefined)	1	-9%	·	0%	·	?	·
Cc1[nH]c(=O)c(C#N)c(C)c1CCC(=O)NCc1cccc(C(F)(F)F)c1	?	-8%	-5%	-21%	-16%	1%	2%
COC(=O)[C@@H](NC(=O)Nc1ccc(OC(F)(F)F)cc1)C(C)C	-9	6%	5%	-7%	-11%	-3%	0%
O=C(CSc1nnc(C2COc3ccccc3O2)o1)N1CCCC1 (centres undefined)	?	-4%	1%	-20%	-9%	1%	-13%
CC1=NN(C(=O)COc2ccc(C)c(C)c2)C(O)(c2ccc(Cl)cc2)C1 (centres undefined)	-21	-7%	7%	-7%	4%	-11%	14%[2.29 µM]
COc1ccc(C(=O)N=C2SC3CS(=O)(=O)CC3N2c2ccccc2)cc1OC (centres undefined)	-33	-2%	6%	-2%	-11%	-1%	-6%
CSc1ccc(-c2nc3cccc(C)n3c2Nc2ccc(Cl)cc2)cc1	78	19%	·	-11%	·	14%	·
CC1CCCCC12NC(=O)N(CC(=O)N1CCN(S(=O)(=O)Cc3ccccc3)CC1)C2=O (centres undefined)	-5	-24%	·	0%	-1%	-11%	11%
O=c1c2c3c(sc2ncn1/N=C/c1cccnc1)CCCC3	15	7%	-1%	4%	-14%	0%	-18%
c1ccc(Sc2ccncc2)cc1	-9	·	·	0%	6%	·	·
COc1cc(NC(=O)NCc2ccco2)ccc1-c1ccc(NC(=O)NCc2ccco2)cc1OC	-67*	·	·	2%	-1%	·	·
COc1ccc(OCC(O)CNS(=O)(=O)c2cccc(Cl)c2)cc1 (centres undefined)	-13	5%	8%	-1%	-11%	6%	-21%
O=c1cc(CN2CCN(S(=O)(=O)c3ccc4ccccc4c3)CC2)nc2sccn12	-17	4%	0%	-3%	-1%	2%	-6%
O=C(Cc1c(F)cccc1Cl)NNC(=O)c1ccc(Br)s1	?	·	·	1%	76%[activator]	·	-28%
CN(C(=O)/C=C/c1ccccc1)C1CCCCC1	-16	·	·	0%	-4%	·	·
COc1ccc(Br)cc1/C=N/n1c(C)nnc1C	45	4%	-1%	5%	-1%	?	-12%
CC(C)CCOP(=O)(c1ccc(N(C)C)cc1)C(O)c1ccccn1 (centres undefined)	15	6%	-3%	4%	5%	-23%	76%
CC1=C(C(=O)Nc2ccccc2)C(c2cc(Br)ccc2F)n2ncc(C(=O)Nc3ccccc3)c2N1 (centres undefined)	?	3%	·	-1%	·	5%	·
NS(=O)(=O)c1cccc(NC(=O)CSc2nc3nc(-c4cccs4)cc(C(F)(F)F)c3c(=O)[nH]2)c1	-20	-17%	6%	6%	18%	-2%	16µM*
CN(Cc1ccccc1)C(=O)C1CCN(S(=O)(=O)c2cccc3nonc23)CC1	-2	0%	5%	1%	3%	-7%	37%
O=C(CS(=O)(=O)Cc1ccccc1)Nc1nnc(C2CCCCC2)s1	34	-2%	0%	0%	40%[activator]	-10%	-38%
O=C(c1ccccn1)N1CCCC(N2CCN(c3ccccc3)CC2)C1 (centres undefined)	-6	-29%	-1%	-3%	-7%	1%	-18%
